CSN deneddyl inh: inhibitors of CSN-mediated cullin deneddylation, primary screen, biochemical, fluorescence polarization, uHTS; Purified CSN, SCF-Nedd8-OG deneddylation; AID 651999, 2013; COP9 signalosome complex subunit 5 (Homo sapiens), Q92905; inhibition, % at 12.5 µM; hit rate 0.38% among 360,000;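 active = pattern-corrected inhibition above about 35%, with an unprinted fluorescence ratio check between 0.5 and 1.5, limit read from the data, passing the limit was not always enough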;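 also: 0% = enzyme with substrate and 100% = substrate without enzyme; some results filed as inactive read as strong as hits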
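Material: purified human Csn5 enzyme expressed in HEK293T cells / Medium: Tris buffer pH 7.5, NaCl, DTT, Tween-20, trehalose, ovalbumin / Compound dosing: 12.5 µM single point / Schedule: 90 min incubation of compound, enzyme and substrate at room temperature / Signal: fluorescence polarization of the substrate / Control set: no-enzyme wells high, enzyme-with-substrate wells low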
SKN-1 inh: suppressors of acrylamide-induced Pgst-4::GFP reporter in worms, primary screen, SKN-1 inhibitor project, whole organism, uHTS, GFP/RFP fluorescence ratio, strain VP596; C. elegans VP596 Pgst-4::GFP/RFP ratio, 24 h; inhibition, % at 21.8 µM; hit rate 0.49% among 360,000; AID 624304, 2012;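 active = interference check ratio from 0.5 to 1.5 plus GFP to RFP signal ratio inhibition reaching or exceeding a fixed threshold, cut at about 30% in these data, passing the limit was not always enough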; also: some compounds called inactive have numbers as strong as hits
Neddylation inh: inhibitors of cullin neddylation, primary screen, biochemical, TR-FRET, uHTS, NAE and Ubc12; NEDD8-conjugating enzyme Ubc12 (Homo sapiens) + NEDD8-activating enzyme E1 regulatory …; calls only at 25 µM; hit rate 0.58% among 360,000; AID 651699, 2012; in the data active = inhibition above about 36%
Target sequence (P61081 whole entry, looked up): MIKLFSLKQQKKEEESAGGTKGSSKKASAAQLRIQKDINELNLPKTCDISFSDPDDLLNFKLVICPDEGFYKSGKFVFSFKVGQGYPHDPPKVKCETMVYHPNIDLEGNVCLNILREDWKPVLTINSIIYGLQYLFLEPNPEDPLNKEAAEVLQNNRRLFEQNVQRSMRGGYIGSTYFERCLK
Target sequence (Q13564 whole entry, looked up): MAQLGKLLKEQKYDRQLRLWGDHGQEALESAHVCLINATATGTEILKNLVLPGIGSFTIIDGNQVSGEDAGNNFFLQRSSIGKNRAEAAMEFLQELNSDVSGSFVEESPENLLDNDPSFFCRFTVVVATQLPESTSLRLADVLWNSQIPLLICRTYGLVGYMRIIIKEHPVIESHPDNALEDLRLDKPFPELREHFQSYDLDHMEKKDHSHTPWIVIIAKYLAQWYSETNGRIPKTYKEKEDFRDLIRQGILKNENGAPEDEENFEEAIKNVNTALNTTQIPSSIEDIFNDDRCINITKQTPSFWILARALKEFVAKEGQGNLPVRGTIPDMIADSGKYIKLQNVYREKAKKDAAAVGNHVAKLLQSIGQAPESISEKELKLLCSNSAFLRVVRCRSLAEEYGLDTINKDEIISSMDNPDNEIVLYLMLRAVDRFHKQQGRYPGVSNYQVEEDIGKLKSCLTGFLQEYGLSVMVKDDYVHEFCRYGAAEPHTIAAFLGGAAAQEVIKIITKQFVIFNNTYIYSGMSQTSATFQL
MT1-MMP act inh: blockers of MT1-MMP proenzyme processing, primary screen, HT1080 RFP-PRO-GFP cells, GFP/RFP fluorescence; GFP/RFP ratio fluorescence, overnight; percent of plate control window, DMSO zero; GFP/RFP ratio change, % at 20 µM; hit rate 0.061% among 360,000; AID 651647, 2012;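 active = GFP/RFP ratio change of at least 30% with cell ATP level not reduced by more than half and red fluorescence within 50% of control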; also: strong numbers were not always called active
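Read-out: GFP/RFP fluorescence ratio; Test system: RFP-PRO-GFP reporter HT1080 cells; Compound dosing: single-point 20 µM compound, 1% DMSO; Times: overnight compound exposure at 37 °C.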
Rin1-Abl PPI inh: inhibitors of Rin1-Abl protein binding, primary screen, biochemical, TR-FRET. inhibition, % at 7.35 µM. hit rate 0.4% among 360,000; in the data active = inhibition above about 5%, passing the limit was not always enough
NadD inh: inhibitors of S. aureus NadD, primary screen, biochemical, colorimetric, uHTS | purified NadD enzyme, colorimetric absorbance read-out | Nicotinate-nucleotide adenylyltransferase NadD (Staphylococcus aureus N315) | inhibition, % at 20 µM | hit rate 0.78% among 360,000; in the data active = inhibition above about 26%; also: some compounds past the cut are filed as inactive
FAS TE block: FAS thioesterase domain inhibitors, primary screen, biochemical, fluorescence intensity, uHTS | Fatty acid synthase (Homo sapiens), P49327 | recombinant FAS-TE, OMFH fluorogenic substrate, fluorescence endpoint | inhibition, % at 15 µM | hit rate 0.67% among 360,000 | AID 602261, 2012;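 active = compounds whose normalised, plate-corrected inhibition of enzyme fluorescence in the single-dose primary screen is 50% or more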;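 also: 0% = DMSO with enzyme and 100% = substrate without enzyme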
MLLE-PAM2 inh: inhibitors of PABP1 MLLE–PAM2 peptide binding, primary screen, biochemical, fluorescence polarization, FITC-PAM2, GST-MLLE; inhibition, % at 20 µM; hit rate 0.36% among 360,000; in the data active = inhibition above about 35%, passing the limit was not always enough;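 also: plate controls were DMSO wells with GST-MLLE for no effect and wells lacking GST-MLLE protein for full effect; some results filed as inactive read as strong as hits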
Rpn11 block: Rpn11 (PSMD14) deubiquitinase inhibitors, primary screen, biochemical, fluorescence polarization, uHTS; 26S proteasome non-ATPase regulatory subunit 14 (Homo sapiens), O00487; human 26S proteasome, Ub4-pepOG fluorescence polarization; 20S core pre-blocked with epoxomicin; calls only at 20 µM; hit rate 0.59% among 360,000; AID 588493, 2011;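 active = inhibition at 20 µM, scaled to each plate's controls, above about 33%, limit read from the data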
Target sequence (O00487 whole entry, looked up): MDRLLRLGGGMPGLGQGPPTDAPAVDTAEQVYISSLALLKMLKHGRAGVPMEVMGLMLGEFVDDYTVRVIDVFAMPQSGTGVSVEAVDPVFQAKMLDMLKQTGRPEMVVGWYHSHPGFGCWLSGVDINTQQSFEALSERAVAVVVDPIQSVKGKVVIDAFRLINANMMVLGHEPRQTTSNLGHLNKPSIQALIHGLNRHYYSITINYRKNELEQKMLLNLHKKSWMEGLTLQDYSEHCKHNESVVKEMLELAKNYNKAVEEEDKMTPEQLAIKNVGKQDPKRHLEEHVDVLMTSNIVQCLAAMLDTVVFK
* hit, by the source's call; i = inactive; / = no result given; + = active, no number.

SMILES	CSN deneddyl inh	SKN-1 inh	Neddylation inh	MT1-MMP act inh	Rin1-Abl PPI inh	NadD inh	FAS TE block	MLLE-PAM2 inh	Rpn11 block
COc1cccc(Nc2cc(N3CCOCC3)c3nonc3c2[N+](=O)[O-])c1	2	9	i	-3	2	6	10	4	i
CC1(C)C2CCC1(CS(=O)(=O)N1CCN(c3ccc(F)cc3)CC1)C(=O)C2 (stereo not drawn)	0	7	i	3	2	0	5	1	i
Cc1cccnc1NC(=O)CSc1nnc(COc2ccc(C(C)C)cc2)n1C	-7	-7	i	2	1	3	-2	-112	i
Nc1nc2ccc(C(=O)NC3CCCCC3)cc2s1	-4	10	i	5	-1	0	-4	1	i
CCn1c(=O)c(=O)[nH]c2cc(C(=O)N3CCN(Cc4ccc5c(c4)OCO5)CC3)ccc21	-2	0	i	2	-2	10	-5	0	i
COc1ccc(C(=O)Nc2cc(C(=O)O)cc(C(=O)O)c2)cc1Cl	5	-3	i	1	4	-11	-2	10	i
COc1ccc(CN2CCN(c3cccc(C)c3C)CC2)cc1OC	2	-11	i	-1	1	-8	-2	2	i
CC(=O)N1CCc2cc(S(=O)(=O)N3CCc4ccccc43)ccc21	1	-8	i	11	1	12	10	-9	i
CC1CCCC(C)N1C(=O)/C=C/c1ccc(S(=O)(=O)N2CCOCC2)cc1 (stereo not drawn)	0	11	i	2	0	1	-2	-12	i
Cn1c(=O)n(C)c2cc(NC(=O)c3ccc(F)cc3)ccc21	0	0	i	4	-1	-1	-7	7	i
CCn1c(COc2ccc(C)cc2)nnc1SCc1nc2ccccc2[nH]1	0	2	i	-2	3	-3	-7	-98	i
O=c1c2ccccc2nc2c3ccccc3c(NCCO)nn12	1	3	/	4	-5	5	-6	0	i
CCCN(CCC)C(=O)Cn1c(=O)n(CCCC(=O)NCc2ccco2)c(=O)c2sccc21	0	-8	i	-3	-4	-6	-6	1	i
Cc1sc(-n2c(C)cc(C=O)c2C)c(C(=O)O)c1C	8	15	i	-2	-4	1	-6	7	i
N#Cc1nc(COc2ccc(F)cc2)oc1N1CCC(Cc2ccccc2)CC1	4	-13	i	-5	-3	9	22	-2	i
N#Cc1cccc(CN2CCC(=O)N([C@H](CO)c3ccccc3)CC2)c1	0	-18	i	-1	4	-1	-5	12	i
COCc1cc(C)nc(OC)c1C(N)=O	-3	-10	i	-5	4	2	-9	3	i
O=C(NC(NC(=S)Nc1ccccc1C(=O)O)C(Cl)(Cl)Cl)c1ccccc1 (stereo not drawn)	6	-3	/	0	4	-2	3	19	i
COc1ccc(N(CC(=O)NC(C)(C)C)C(=O)CCC(=O)Nc2nccs2)cc1	-3	9	i	-2	-1	-5	-5	1	i
CSc1ccc(CN(C)CC(=O)NCc2ccccc2)cc1	8	-12	i	2	-4	-7	3	15	i
Cc1nc(-c2ccc(F)cc2)c(CC(=O)Nc2ccc(C)c(S(=O)(=O)N3CCOCC3)c2)s1	3	-2	i	-6	-3	0	4	-11	i
COc1ccc(-c2c(C#N)c(SCC(=O)Nc3ccccc3)nc3c2CCCC3)cc1	-4	29	i	1	1	10	25	3	i
CC1(C(=O)NC2CCCC2)CCC(=O)N1Cc1ccc2c(c1)OCO2 (stereo not drawn)	3	-13	i	5	1	3	-10	-4	i
CCc1nc(SCC(=O)N2CCc3ccccc32)c2oc3ccccc3c2n1	-1	-9	i	2	-2	-4	-2	18	i
CCCOc1ccc(N2C(=O)CC(N(CCc3ccc(OC)c(OC)c3)C(=S)Nc3ccccc3)C2=O)cc1 (stereo not drawn)	-6	12	i	2	-2	5	12	-15	i
CC1(C)C=Cc2c(ccc3c2OC[C@H](c2ccc(O)cc2O)C3)O1	-3	8	i	13	2	-9	17	7	i
Cc1cc(C)c(S(=O)(=O)N2CCOC2CNC(=O)C(=O)NCCCn2ccnc2)c(C)c1 (stereo not drawn)	-2	4	i	-13	-5	6	-4	0	i
CC1OC(OC2C(CO)OC(OC3C(CO)OC(O)C(O)C3O)C(O)C2O)C(O)C(O)C1N[C@@H]1C=C(CO)[C@@H](O)C(O)[C@H]1O (stereo partly drawn)	1	-6	i	0	2	-6	-2	-11	i
Cc1cccc(C)c1Nc1nnc(SCC(=O)NC2CCS(=O)(=O)C2)s1 (stereo not drawn)	-15	9	i	1	-2	0	-7	-5	i
Cc1cc(NC(=O)CSc2nc(N)c(NC(=O)c3ccco3)c(=O)[nH]2)no1	-4	13	i	1	-7	-1	-6	11	i

2 successive records already listed:
SMILES	CSN deneddyl inh	SKN-1 inh	Neddylation inh	MT1-MMP act inh	Rin1-Abl PPI inh	NadD inh	FAS TE block	MLLE-PAM2 inh	Rpn11 block
N#Cc1cccc(CN2CCC(=O)N([C@H](CO)c3ccccc3)CC2)c1	0	-18	i	-1	4	-1	-5	12	i
COCc1cc(C)nc(OC)c1C(N)=O	-3	-10	i	-5	4	2	-9	3	i

(more compounds)
SMILES	CSN deneddyl inh	SKN-1 inh	Neddylation inh	MT1-MMP act inh	Rin1-Abl PPI inh	NadD inh	FAS TE block	MLLE-PAM2 inh	Rpn11 block
Cc1c(NC(=O)Nc2ccccc2C(F)(F)F)c(=O)n(-c2ccccc2)n1C	3	31	i	-4	1	0	-1	-10	i
CCOC(=O)c1sc(NC(=O)C(CC)Sc2nc3ccccc3[nH]2)nc1C (stereo not drawn)	-2	7	i	-3	-4	-2	9	5	i
Cc1ccc(CN2CCNC(=O)C2CC(=O)NCc2csc(C(C)C)n2)cc1 (stereo not drawn)	2	-5	i	1	-1	-2	-2	20	i
COc1ccc(/C=N/OCC(=O)N=Nc2c(O)[nH]c3ccc(Br)cc23)cc1OC	-6	-4	i	-2	-2	11	15	-18	i
Fc1ccc(Nc2ncnc3ccccc23)cc1	-2	15	i	1	-2	-1	-6	8	i
O=S(=O)(NCCCN1CCOCC1)c1ccc(Cl)cc1	2	5	i	-2	0	3	-6	3	i
Cc1ccc(C(=O)N(C)CC(=O)Nc2cccc(F)c2)cc1S(=O)(=O)N1CCCCC1	-1	-3	i	3	1	2	12	-39	i
CCc1ccc(CN(C(=O)c2cccs2)C2CCS(=O)(=O)C2)cc1 (stereo not drawn)	1	-10	i	-1	1	1	2	-8	i
COc1ccc(-c2noc(COc3ccc4ccccc4c3Br)n2)cc1OC	-3	5	i	6	2	-9	21	10	i
COCCN(C(=O)CSc1nc2ccc(C)cc2[nH]1)c1c(N)n(Cc2ccccc2)c(=O)[nH]c1=O	1	-4	i	0	3	10	-6	-71	i
Cc1ccc(NC(=O)C(NC2CCCC2)c2ccccc2)cc1Cl (stereo not drawn)	4	31	i	-2	0	-11	19	-4	i
COc1ccccc1CNC(=O)CSc1ccccc1	2	0	i	1	1	-1	-2	11	i
Cc1cc2ncn(C(=O)c3cc(-c4ccccc4)nc4ccccc34)c2cc1C	-1	9	i	3	1	-7	-4	11	i
CCOc1ccc(-c2cc(C(=O)N/N=C/c3cccnc3)c3ccccc3n2)cc1	0	-8	+	10	0	1	3	-7	i
CC(C)CCNC(=O)Cn1c2c(c(-c3ccccc3Cl)cc1=O)CCC2	3	2	i	4	-4	-6	3	-1	i
COc1ccc(C)cc1NC(=O)c1cc(C2CC2)nc2c1c(C)nn2C1CCS(=O)(=O)C1 (stereo not drawn)	-4	11	i	0	1	4	15	-18	i
Cc1ccc(S(=O)(=O)NCCC(=O)NCCN2CCCCCC2)cc1	3	8	i	6	1	0	-9	-3	i
Cc1ccc(C(=O)CSc2nnc(CNc3ccc(F)cc3)o2)cc1	1	6	i	-5	1	-5	2	-6	i
COc1cccc(NC(=O)CSc2nnc(-c3ccoc3C)n2CC2CCCO2)c1 (stereo not drawn)	-4	25	i	2	-4	-5	-4	-14	i
Cc1ccc(S(=O)(=O)CCC(=O)NCc2ccccc2F)cc1	-1	-2	i	2	4	-3	-4	17	i
O=C(N/N=C/c1cn(-c2ccccc2)nc1-c1cc2ccccc2o1)c1ccncc1	-1	7	/	-5	-6	4	8	9	i
CCn1cc(C(=O)N[C@@H](C)C(=O)NCCCN2CCOCC2)c(=O)c2cc3c(cc21)OCO3	-1	-9	i	3	1	-5	-3	2	i
c1ccc(CNc2ncnc3scc(-c4cccs4)c23)nc1	4	9	i	1	-3	-6	2	-3	i
COc1ccc(CN2C(=O)CSC2c2ccncc2)cc1 (stereo not drawn)	3	-14	i	-1	1	-4	-7	33	i
COc1ccccc1CNC(=O)COc1ccc(C)nc1[N+](=O)[O-]	0	-2	i	2	3	2	3	-9	i
CCC(=O)Nc1nc2c(s1)COc1ccccc1-2	0	10	i	-1	-5	-7	-2	1	i
Cc1ccc2c(c1)C(=O)CCN2	-6	7	i	2	1	-5	-8	21	i
COc1ccc(NC(=O)COC(=O)C2=COCCO2)cc1OC	1	9	i	-5	2	-7	-2	0	i
COc1cc(C)nc(Oc2ccc(OCc3ccccc3)nn2)n1	8	6	i	10	2	-5	-5	3	i
Cc1cccc(NC(=O)CSCC(=O)Nc2ccc(S(=O)(=O)N3CCOCC3)cc2)c1	1	1	i	1	2	-2	-5	-4	i
CCc1ccc(CN(C)CC(=O)Nc2ccc(S(=O)(=O)N3CCOCC3)cc2)cc1	-6	3	i	2	-1	-6	22	-8	i
CN(Cc1ccccc1)N=Nc1ccccc1	0	14	i	-1	1	-5	9	-11	i
CN(C(=O)CC1C(=O)NCCN1Cc1ccc2ccccc2c1)C1CCOCC1 (stereo not drawn)	0	-2	i	-2	3	-5	-5	5	i
COc1ccc(NC(=O)CCNC(=O)c2ccco2)cc1Cl	2	-2	i	4	3	7	-4	17	i
CN(CC1CCCO1)S(=O)(=O)c1ccc(C(=O)Nc2nc(-c3ccccn3)cs2)cc1 (stereo not drawn)	8	-16	i	8	-4	6	2	-2	i
Cc1ccc2nc(/C(C#N)=C/c3cn[nH]c3-c3ccc(F)cc3)[nH]c2c1	7	6	i	-7	-3	6	-47	-6	i
CCCN1Cc2cccc(C(=O)N3CCN(c4cc(Cl)ccc4C)CC3)c2C1=O	2	-6	i	2	-1	3	9	-7	i
CCOC(=O)C1CCN(C(=O)C2c3ccccc3C(=O)N(C)C2c2ccc(OC)cc2)CC1 (stereo not drawn)	3	-23	i	0	6	9	-6	8	i
COc1cc(/C=C/C(=O)c2ccc(C)c([N+](=O)[O-])c2)cc(OC)c1O	-4	-6	i	-4	-2	2	-9	-1	i
COC1OC(COC(=O)CNC(=O)OC(C)(C)C)C(O)C(O)C1O (stereo not drawn)	2	7	i	1	1	-2	-12	-6	i
Cc1ccsc1/C=N/NC(=S)NCc1ccccc1	1	-4	i	-1	0	-6	9	17	i
Cc1ccc(C(=O)CCNc2ccccc2)o1	-2	7	i	2	-1	2	-7	-4	i
